# BL2 CD40 inh – inhibitors of CD40-induced NF-kB signaling, primary screen, BL2 cells, luciferase reporter, single point | CD40L-induced, 4 h | inhibition, % at 10 µM | 83,000 compounds, 0.94% hits | AID 1053188, 2014;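 active = mean inhibition of at least 50% with a set share of replicates also reaching that level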;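 note: 0% = neutral control wells and 100% = IKK inhibitor VII at 50 µM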
# Active calls of the source: *; & = joins results of further samples; [ ] = remark or other dose. Only part of the results is shown; rates above refer to the full screens.
BL2 CD40 inh | SMILES
-16 | Cc1ccc(Nc2nc(C(=O)N3CCC(C(=O)NC(C)C)CC3)cs2)cc1
-12[25 µM] | CN1C[C@H]2[C@@H](c3ccccc31)[C@H](CO)N2C(=O)c1ccccn1
4 | O=C(COC(=O)c1cnccn1)Nc1ccc(Cl)cn1
-2 | Cc1ccc(S(=O)(=O)N2CCOCC2)cc1NC(=O)COC(=O)C1(C)CC1(Cl)Cl (stereo not drawn)
12 | CC(Sc1ccccn1)C(=O)NC1CCCC1 (stereo not drawn)
-89 | CCN1CCCC1CNC(=O)c1cc(COc2ccc(C)c(C)c2)on1 (stereo not drawn)
5 | COC(=O)c1c(C)oc2cc(Br)c(OCC(=O)C(C)(C)C)cc12
-6 | Cc1ccc(S(=O)(=O)Nc2cccc3c2O[C@H](CN(C)Cc2ccc(Cl)c(Cl)c2)[C@@H](C)CN([C@@H](C)CO)C3=O)cc1
7 | O=C1/C(=N\O)Cc2ccccc21
0 | CC1CCCC(C)N1C(=O)COC(=O)c1cc(F)c(F)cc1Cl (stereo not drawn)
6 | CCCNC(=O)NC[C@@H]1[C@@H](c2ccc(C3=CCCC3)cc2)[C@@H](CO)N1C(C)=O
37[25 µM] | CC(C)CC#Cc1ccc([C@H]2[C@H]3CN(S(=O)(=O)c4cccc(F)c4)CC(=O)N3[C@H]2CO)cc1
5 | CCOC(=O)c1c(CC(C)C)csc1NC(=O)C(C)C
9 | O=C(CN1CCN(C(=O)c2cccc(-n3cnnn3)c2)CC1)Nc1ccccc1Cl
8 | CCCNC(=O)C[C@H]1C[C@H]2c3cc(NC(=O)NC4CCCC4)ccc3O[C@H]2[C@H](CO)O1
0 | NC1=NC(=O)CC(C(=O)Nc2cccc3ccccc23)S1 (stereo not drawn)
0 | CN(C(=O)CSc1nnnn1C)C1(C#N)CCCCC1
3 | CCOC(=O)C1(Cc2ccccc2C)CCCN(Cc2cc(OC)c(O)c(OC)c2)C1 (stereo not drawn)
20 | Cc1ccc(Cl)c(NC(=O)COC(=O)C2CCC2)c1Cl
-15 | CC(=O)Nc1ccc2nc(NC(=O)C(Cl)(Cl)Cl)sc2c1

# The last 2 compounds of the section above open the next one:
BL2 CD40 inh | SMILES
20 | Cc1ccc(Cl)c(NC(=O)COC(=O)C2CCC2)c1Cl
-15 | CC(=O)Nc1ccc2nc(NC(=O)C(Cl)(Cl)Cl)sc2c1
-1[25 µM] | CO[C@H]1CN(C)C(=O)c2cc(NC(=O)c3ccc(Oc4ccccc4)cc3)ccc2OC[C@@H](C)NC[C@@H]1C
-92 | O=c1oc(/C=C/c2ccc([N+](=O)[O-])s2)nc2ccccc12
15[25 µM] | O=C(C[C@@H]1CC[C@H]2[C@@H](COC[C@@H](O)CN2C(=O)c2ccncc2)O1)Nc1ccc(-c2ccccc2)cc1
-8[25 µM] | CN(C)C(=O)c1cc2c(c(-c3cccc(/C=C/c4ccccc4)c3)n1)[C@H](CCO)N([S@@](=O)C(C)(C)C)C2
-18 | CCOC(=O)c1c(C)[nH]c(C(=O)OCC(O)=C(C#N)c2nc3ccccc3[nH]2)c1C
5&-50[25 µM] | C(=C\c1ccc(C2[C@@H]3CN(Cc4ccc5c(c4)OCO5)C[C@H]2N3)cc1)/c1ccccc1 (stereo partly drawn)
-5 | COc1cccc(NC(=O)CN(C)C(=O)/C=C/c2cn(-c3ccccc3)nc2-c2cccs2)c1
66*[25 µM] | C[C@H]1CN([C@@H](C)CO)C(=O)c2ccccc2-c2ccccc2CO[C@@H]1CN(C)Cc1ccccc1C(F)(F)F
-1 | CCN(c1ccccc1)S(=O)(=O)c1ccc(OCC(=O)N2CCCC2)cc1
46* | COc1ccc(/C=C\c2nc(=O)c3ccccc3o2)cc1
-26 | Cc1cc(-n2c(C)cc(C(=O)COc3cccnc3[N+](=O)[O-])c2C)no1
-5[25 µM] | COCC(=O)N1[C@@H](CO)[C@@H]2c3ccccc3N(C)C[C@@H]21
-5 | CCCCn1c(N)c(N(Cc2ccccc2OC)C(=O)CN2C(=O)NC(C)(c3ccccc3)C2=O)c(=O)[nH]c1=O (stereo not drawn)
-10 | COc1cccc(NC(=O)CCC2CCN(C(=O)c3c(C)noc3C)CC2)c1
-96 | O=C(OCc1csc(-c2ccccc2)n1)c1ccc(O)cc1
-1 | CC(C)NC(=O)C1(C)CCCN1Cc1ccccc1C#N (stereo not drawn)
0[25 µM] | CCc1cnc(N2[C@H](CO)[C@@H](c3ccc(C4=CCCCC4)cc3)[C@@H]2C#N)s1
-1 | CC(=O)Nc1ccc(N2CC(C)(C)C2=O)cc1
6 | COc1ccccc1COn1c(=O)c(-c2ccco2)[n+]([O-])c2ccccc21
2 | COc1ccc(NC(=O)N2CCCC(CNS(=O)(=O)c3cccs3)C2)c(C)c1 (stereo not drawn)
0 | CC(C)NC(=O)CSc1ccccc1C(=O)NNC(=O)Cn1ccc(C(F)(F)F)n1
2 | O=C(CN1C(=O)c2ccccc2S1(=O)=O)N1CCN(c2ccccc2)CC1
-3 | CC(=O)c1cccc(NC(=O)c2cc(-c3ccncc3)nc3ccccc23)c1
10 | Cc1ccc(NC(=O)Cn2nnc(C(=O)NCc3ccccc3)c2N)cc1C
-39 | O=C(Nc1ccc(N2CCOCC2)cc1)c1nc2ccccc2s1
0 | Cc1ccc(N(C)S(=O)(=O)c2cccc(C(=O)OCC(=O)N3CCCC(C)C3)c2)cc1 (stereo not drawn)
12 | CC1Cc2ccccc2N1C(=O)C1CCCN1S(=O)(=O)c1ccc(Cl)cc1 (stereo not drawn)
8 | Cn1nc(C(C)(C)C)cc1C(=O)NCc1ccc(N2CCCC2=O)cc1
33 | O=C(COc1ccc2ccccc2c1)Nc1nccs1
56* | O=C(Nc1nc2ccccc2s1)c1ccc(OCC2CCCO2)cc1 (stereo not drawn)

# Sorted by number of heavy atoms (rising): three of the compounds above
BL2 CD40 inh | SMILES
33 | O=C(COc1ccc2ccccc2c1)Nc1nccs1
-39 | O=C(Nc1ccc(N2CCOCC2)cc1)c1nc2ccccc2s1
56* | O=C(Nc1nc2ccccc2s1)c1ccc(OCC2CCCO2)cc1 (stereo not drawn)

# Further results
BL2 CD40 inh | SMILES
11 | CCNC(=O)N1CCN(C(=O)NCC)CC1
14 | CCN1CCN(c2nc3sc4c(c3c3ncnn23)CC(C)CC4)CC1 (stereo not drawn)
2 | O=C(c1cccc(S(=O)(=O)NCc2ccccc2)c1)N1CCN(c2ccccc2Cl)CC1
-1 | C[C@H](CO)N1C[C@H](C)[C@@H](CN(C)Cc2ccccc2)OCc2cnnn2CCCC1=O
8 | CCN1CCN(C(=O)c2ccc(C(F)(F)F)cc2)CC1
10 | Cc1cc(C(=O)OCC(=O)NC(=O)NC(C)(C)C)c(C)o1
13[25 µM] | CC(C)COC(=O)N(C)C[C@@H]1OCc2ccccc2-c2c(n(C)c3ccccc23)C(=O)N([C@@H](C)CO)C[C@H]1C
-19[25 µM] | CO[C@@H](CN(C)Cc1ccc(-c2ccccn2)cc1)[C@@H](C)CN(C(=O)Nc1ccc(F)cc1)[C@@H](C)CO
-5 | OCCC1CN(Cc2cc(F)ccc2-n2cccn2)CCN1Cc1ccc(F)cc1 (stereo not drawn)
4 | O=C(NCC1CCCO1)C1CCN(S(=O)(=O)c2cccnc2)CC1 (stereo not drawn)
-3 | Cc1ccc(S(=O)(=O)N(C)CC(=O)OCC(=O)c2ccc3c(c2)NC(=O)CO3)cc1
-20 | O=C(/C=C/c1ccc(F)cc1)N1CC[C@@]2(O)CCCC[C@H]2C1
-14 | COCC(=O)NC[C@@H]1N[C@@H](CO)[C@H]1c1ccc(C2=CCCC2)cc1
11[25 µM] | CCC(=O)Nc1ccc2c(c1)OC[C@@H](C)N(Cc1ccccc1)C[C@@H](C)[C@@H](OC)CN(C)C2=O
-1 | CCCCCOc1ccccc1C(=O)NCC(=O)O
-2[25 µM] | O=C(Nc1ccccc1)N1CCCCN2[C@@H](CO)[C@@H](c3ccc(-c4ccncc4)cc3)[C@@H]2C1
17[25 µM] | N#C[C@@H]1[C@@H](c2ccccc2-c2cccc(F)c2)[C@H](CO)N1C(=O)NC1CCCCC1
-59 | COc1ccc(NC(=O)C2C(=O)N(CCO)C3(C)CC2c2ccccc2O3)cc1 (stereo not drawn)
2 | Cc1c(C(C)(C)C)c(C=S)n2ccccc12
1 | CCC(=O)N1CCCC(C(=O)Nc2nc3ccccc3n2C)CC1 (stereo not drawn)
11 | O=C(O)CCN1C(=O)c2ccncc2C1=O
10 | COc1ccc(CC(=O)N/N=C/c2cccnc2)cc1OC
-49 | CN(C[C@H]1N[C@@H](CO)[C@@H]1c1ccc(C2=CCCC2)cc1)C(=O)c1ccc(F)cc1
6 | COC(=O)C1=C(C)N(CCc2c[nH]c3ccccc23)C(=O)/C1=C\N(C)C
7 | CC(=O)c1ccc(N2CCN(C(=O)CN3C(=O)NC4(CCCCC4)C3=O)CC2)c(F)c1
10 | O=C1c2ccccc2C(=O)c2c1ccc(C(=O)N1CCCCC1)c2NCCO
5 | CCN(CC)S(=O)(=O)N1CCC(C(=O)NCc2ccco2)CC1
5 | COc1ccc2c3c(n(C)c2c1)[C@H](CO)N(C(=O)Cc1ccccn1)CC31CCN(CC2CCCC2)CC1
0 | CCc1nc(N2CCOCC2)c(C#N)c2c1CCCC2
4 | Cc1onc(-c2ccccc2)c1C(=O)Nc1ccnn1C1CCCCC1
-21 | O=C(NCc1cccnc1)c1csc2c1CCCC2
-15 | CC(=O)c1c(C)nc(-c2ccccc2)nc1NC(=O)Cc1ccccc1
10 | N#Cc1cccc(NC(=O)COc2ccc(-n3ccnc3)cc2)c1
26 | Cc1nnc2ccc(Oc3ccc(-c4ccccc4)cc3)nn12
0 | CCCCn1c(=O)[nH]c(=O)c2c1nc(-c1ccccc1F)n2Cc1ccccc1
-1 | Cc1ccc(NC(=O)COC(=O)CCn2c(C)csc2=O)cc1S(=O)(=O)N1CCOCC1
-2 | Cc1cc(SCC(=O)NC2(C#N)CCCCC2)nc2c(C)cccc12
2 | O=S(=O)(Cc1ccccc1)Nc1ccc(S(=O)(=O)N2CCCC2)cc1
9[25 µM] | Cc1noc(C)c1S(=O)(=O)N(C)C[C@H]1OCCCC[C@H](C)Oc2ccc(NC(=O)CCC(F)(F)F)cc2C(=O)N([C@H](C)CO)C[C@@H]1C
-6[25 µM] | COC(=O)C[C@@H]1CC[C@H]2[C@@H](COc3ccc(NC(=O)Nc4cccc(C#N)c4)cc3C(=O)N2C)O1

# Molecules shown so far that have an aryl thioether with sulfur outside any ring, in the order listed:
BL2 CD40 inh | SMILES
12 | CC(Sc1ccccn1)C(=O)NC1CCCC1 (stereo not drawn)
0 | CN(C(=O)CSc1nnnn1C)C1(C#N)CCCCC1
0 | CC(C)NC(=O)CSc1ccccc1C(=O)NNC(=O)Cn1ccc(C(F)(F)F)n1
-2 | Cc1cc(SCC(=O)NC2(C#N)CCCCC2)nc2c(C)cccc12

# Next section.
BL2 CD40 inh | SMILES
25[25 µM] | O=C(Nc1ccc(F)cc1)N1CCCCN2[C@H](C1)[C@H](c1ccc(-c3cccc(F)c3)cc1)[C@@H]2CO
-15 | CSc1ccccc1C(=O)C1CCCN(C(=O)c2ccc(N3CCOCC3)cc2)C1 (stereo not drawn)
18 | CCCCc1c(C)nc2ccccc2c1SCCC#N
-6 | COc1ccc(C2Sc3nncn3N2Cc2ccc(C#N)cc2)cc1 (stereo not drawn)
0[25 µM] | O=C(NCc1ccncn1)[C@@H]1[C@@H](CO)[C@@H]2Cn3c(cccc3=O)[C@H]1N2CC1CC1
6 | O=C(CNC(=O)c1ccc(Cl)cc1)NCC(F)(F)F
13 | COc1ccccc1CNC(=O)C1CCN(c2nc3ccccc3o2)CC1
2 | CCCn1c(N2CCN(C(=O)Nc3ccccc3)CC2)nc2ccccc21
6 | CC1Cc2ccccc2N1C(=O)COC(=O)CSc1ccc(F)cc1 (stereo not drawn)
4[25 µM] | COc1ccc(-c2ccc(C3[C@@H]4CN(C(=O)c5cnccn5)C[C@H]3N4)cc2)cc1 (stereo partly drawn)
-3 | CC(OC(=O)Cn1cnc2c1c(=O)n(C)c(=O)n2C)C(=O)NCc1ccccc1 (stereo not drawn)
-6[25 µM] | C/C=C/c1ccc([C@H]2[C@H]3CN(C(=O)c4ccncc4)CC(=O)N3[C@H]2CO)cc1
8 | C[C@]12CC[C@@H]3c4ccc(O)cc4CC[C@H]3[C@@H]1C[C@@H](O)[C@@H]2O[C@@H]1O[C@H](C(=O)O)[C@@H](O)[C@H](O)[C@H]1O
-7 | Cn1c(C(C#N)C(=O)c2sc3ccccc3c2Cl)nc2ccccc21 (stereo not drawn)
17 | Cc1nc(CC(=O)NNS(=O)(=O)c2ccc3ccccc3c2)cs1
-5 | O=C(OCc1nnc(-c2ccccc2)o1)c1ccco1
0 | COc1cc2c(cc1OC)CN(C(=O)c1ccc(Cl)c(S(=O)(=O)N3CCCC3)c1)CC2
-14[25 µM] | O=C(Nc1ccccc1F)N1C[C@@H]2[C@H](c3ccccc31)[C@@H](CO)N2C(=O)c1ccccc1F
-6 | O=C(NCc1ccco1)c1cccc(F)c1
-2[25 µM] | O=C(C[C@H]1CC[C@H]2[C@@H](COC[C@@H](O)CN2C(=O)c2ccc(F)cc2)O1)N1CCCCC1
5[25 µM] | Cc1cccc(S(=O)(=O)N2CC[C@@H]3[C@H](CO)Nc4ccc(C#Cc5ccc(F)cc5)cc4[C@@H]32)c1
12[25 µM] | C/C=C/c1ccccc1[C@H]1[C@@H](CO)N(C(=O)Nc2ccccc2)[C@H]1C#N
-7 | COc1ccc(NC(=O)N(C)C[C@@H]2OCc3ccccc3-c3ccccc3C(=O)N([C@H](C)CO)C[C@@H]2C)cc1
-14 | O=C(CCc1ccccc1)Nc1cc(S(=O)(=O)N2CCOCC2)ccc1N1CCCC1
-3 | Cc1ccc(Cc2cnc(N)s2)o1
-4 | c1ccc(Cc2nnc(N3CCCCC3)c3ccccc23)cc1
0 | Cc1csc(=O)n1CCC(=O)OCC(=O)NCc1ccc(Cl)cc1Cl
13 | COc1cccc(-n2nc(C(=O)N3CC(C)CC(C)C3)c3ccccc3c2=O)c1 (stereo not drawn)
1 | CC1CCCN(S(=O)(=O)c2ccc(C(=O)NC(C)c3ccccc3)cc2)C1 (stereo not drawn)
